High-throughput results as filed in PubChem BioAssay.
OX1R antag-1 = blocks the human orexin 1 receptor; O43613; CHO/OX1R cells, Fluo-8 calcium fluorescence, orexin A; inhibition, % at 5 µM; 330,000 compounds, 0.43% hits; AID 434989;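 active = inhibition above its plate's threshold, mean inhibition of all tested compounds on the plate plus 3 SD, cut at about 37% in these data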;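 note: 0% = orexin A challenge wells and 100% = SB-334867-A antagonist wells; not every result past the cut was called active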
Target sequence (O43613 whole entry, looked up): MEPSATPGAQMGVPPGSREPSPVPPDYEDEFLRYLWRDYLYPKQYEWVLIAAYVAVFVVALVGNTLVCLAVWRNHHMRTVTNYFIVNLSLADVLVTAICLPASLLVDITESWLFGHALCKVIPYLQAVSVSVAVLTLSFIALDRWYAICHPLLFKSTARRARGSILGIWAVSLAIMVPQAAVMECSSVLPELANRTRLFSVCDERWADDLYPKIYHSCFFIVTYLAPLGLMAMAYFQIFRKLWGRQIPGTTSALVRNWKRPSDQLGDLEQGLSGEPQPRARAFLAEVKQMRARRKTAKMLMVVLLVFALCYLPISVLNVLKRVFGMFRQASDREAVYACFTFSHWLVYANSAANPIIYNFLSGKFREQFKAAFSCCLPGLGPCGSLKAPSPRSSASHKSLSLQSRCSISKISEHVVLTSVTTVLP
OX1R antag-2 = blocks the human orexin 1 receptor | AID 485270 | 330,000 compounds, 1.8% hits | inhibition, % at 6.6 µM | O43613 | OX1R-expressing cells, FRET antagonist read-out; in the data active = inhibition mostly above about 38%, no sharp cut-off; inactive = mostly below about 40%;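 note: 0% = agonist challenge alone and 100% = reference antagonist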
* marks the source's active call; other numbers are inactive results.

SMILES | OX1R antag-1 | OX1R antag-2
CCOC(=O)c1ccc(NC(=O)c2ccc(NC(=O)C3CCCO3)cc2)cc1 (configuration not stated) | -23 | 9
CC1(C)Cc2c(c(N3CCOCC3)nc3sc(C(=O)Nc4cccc(Cl)c4)c(N)c23)CO1 | -29 | 23
COc1ccc(-c2coc3cc4oc(=O)cc(-c5ccccc5)c4cc23)cc1F | -16 | 8
O=C(NCC(c1ccco1)N1CCN(c2ccc(F)cc2)CC1)c1ccc2c(c1)OCO2 (configuration not stated) | -30 | 21
O=C(NCC1c2ccccc2CCN1C(=O)CN1CCOCC1)C1CCCCC1 (configuration not stated) | -32 | 15
O=C(Nc1ccc(F)cc1F)C1CC(=O)N(Cc2ccccc2)C1 (configuration not stated) | -2 | 1
CCOC(=O)C1=C(CSc2nccn2C)NC(=O)NC1c1ccc2c(c1)OCO2 (configuration not stated) | -6 | 18
Cc1ccc(/C=C2/SC(=S)N(CCC(=O)N3CCOCC3)C2=O)cc1 | -27 | 7
O=C(N=C1SC2CS(=O)(=O)CC2N1c1ccc(F)cc1)C1CC1 (configuration not stated) | -7 | -3
c1ccc2oc(-c3ccc(Nc4nc(N5CCCCC5)nc(N5CCOCC5)n4)cc3)nc2c1 | -16 | 10
CC1CC(C)(C)NC(=S)N1CCCC(=O)N1CCN(c2ccccc2F)CC1 (configuration not stated) | -8 | 8
COc1ccc(/C(N)=N/OC(=O)CCC2CCCC2)cc1OC | -16 | 36
O=C(CC1NC(=O)NC1=O)Nc1cccc2ccccc12 (configuration not stated) | -9 | 8
COc1ccc(CCNC(=O)CSc2nnc(-c3ccccc3)o2)cc1OC | -20 | 12
C/C(=N\NC(=O)c1nnn(-c2nonc2N)c1CN(C)c1ccccc1)c1cccs1 | 40 | 53*
COc1ccc(CNC(=O)Cn2cc([N+](=O)[O-])nc2C)cc1 | 3 | 22
Cc1onc(-c2ccccc2)c1-c1nnc(-c2ccccc2C(F)(F)F)o1 | -31 | 12
CCCn1c(SCC(=O)c2ccc(OC)c(OC)c2)nc2c1c(=O)n(C)c(=O)n2C | -24 | 17
CC(=O)Nc1sc(C)c(C)c1C(=O)OCC(=O)Nc1ccccc1 | -5 | 13
COc1ccc(C2CC(C(F)(F)F)n3nc(C(=O)Nc4c(C)n(C)n(-c5ccccc5)c4=O)c(Cl)c3N2)cc1 (configuration not stated) | -15 | 9

Copied from the list.
For OX1R antag-2, Cc1ccc(/C=C2/SC(=S)N(CCC(=O)N3CCOCC3)C2=O)cc1 has 7
For OX1R antag-1, c1ccc2oc(-c3ccc(Nc4nc(N5CCCCC5)nc(N5CCOCC5)n4)cc3)nc2c1 has -16
For OX1R antag-2, CC1CC(C)(C)NC(=S)N1CCCC(=O)N1CCN(c2ccccc2F)CC1 (configuration not stated) has 8

An excerpt from above in order of their number in OX1R antag-1, ascending.
mol | OX1R antag-1
O=C(NCC1c2ccccc2CCN1C(=O)CN1CCOCC1)C1CCCCC1 (configuration not stated) | -32
O=C(NCC(c1ccco1)N1CCN(c2ccc(F)cc2)CC1)c1ccc2c(c1)OCO2 (configuration not stated) | -30
CCOC(=O)c1ccc(NC(=O)c2ccc(NC(=O)C3CCCO3)cc2)cc1 (configuration not stated) | -23
c1ccc2oc(-c3ccc(Nc4nc(N5CCCCC5)nc(N5CCOCC5)n4)cc3)nc2c1 | -16

Fetched by compound from the list above:
SMILES | OX1R antag-1 | OX1R antag-2
COc1ccc(C2CC(C(F)(F)F)n3nc(C(=O)Nc4c(C)n(C)n(-c5ccccc5)c4=O)c(Cl)c3N2)cc1 (configuration not stated) | -15 | 9
CC1CC(C)(C)NC(=S)N1CCCC(=O)N1CCN(c2ccccc2F)CC1 (configuration not stated) | -8 | 8

The listing continues.
SMILES | OX1R antag-1 | OX1R antag-2
Cc1cc(NC(=O)/C=C/C(=O)N(c2ccccc2C)C(C(=O)NC2CCCC2)c2ccc(F)cc2)no1 (configuration not stated) | -4 | 0
Cc1c(C(=O)Nc2ccccc2)c2ccc(C(F)(F)F)cc2n1O | 1 | 34
C/C(=N\OCC(=O)Nc1cc(C)cc(C)c1)c1ccc2c(c1)OCCO2 | -22 | 8
S=C(NCC1CC1)N/N=C/c1ccccc1Cl | -26 | 22
O=c1c2c(-c3cccs3)csc2[nH]c(=S)n1-c1ccccc1 | -17 | 5
O=C(CCCO)NC1Cc2ccccc2C1 | -22 | 5
CCOC(=O)N1CCC(c2cc(=O)n3[nH]c(-c4ccccc4)cc3n2)CC1 | -2 | 9
O=C(Nc1ccc(NC(=O)C2CC2)cc1)c1cccs1 | 7 | 5
COc1ccc(-c2nc(NC3=NCCCCC3)sc2C)cc1 | 55* | 14
COc1ccc(C(=O)OCC(=O)Nc2ccc(N3CCOCC3)cc2)cc1OC | -4 | -2
CC(C)c1ccc(Nc2nc(Cl)nc(NCCO)n2)cc1 | -8 | 11
COc1ccc(Cl)c(OC)c1C(=O)NC(=O)Nc1nc(C)nc(C)n1 | 6 | 30
S=C(NCCC1=CCCCC1)Nc1ccccc1 | 1 | 25
COc1cccc(CN(C)C(=O)c2cc(S(=O)(=O)N3CCCC3)ccc2C)c1OC | -23 | 0
COc1ccccc1-c1nc(SCC(=O)Nc2ccccc2)n[nH]1 | -21 | 12
CNC(=O)c1cc2c(ccc3ccccc32)o1 | -24 | 20
COCCNC(=O)C(c1ccc(C)o1)N(Cc1ccccc1)C(=O)Cn1nnc2ccccc21 (configuration not stated) | -15 | 12
COC(=O)N/N=C/c1cn(CCOc2cccc(OC)c2)c2ccccc12 | 1 | -2
CCCc1nnc(SCC(=O)Nc2ccc(OC)cc2)n1N | -8 | 1
COc1ccc(CCNC(=O)CCCCCN2C(=O)c3ccccc3C2=O)cc1 | -26 | 16
Cc1cccc(C(=O)NNC(=O)c2ccccc2[N+](=O)[O-])c1 | -14 | 0
CC1=Nc2ccc(Br)cc2C(c2ccccc2)N1CC(=O)NN (configuration not stated) | -27 | 16
Cc1nc(S/C(C(=O)O)=C2/C(=O)Nc3ccccc32)n[nH]1 | -6 | 78*
Cc1cccc(C(C)C)c1NC(=O)c1cc2ccccc2o1 | -13 | 9
O=C(CCC(=O)c1ccc[nH]1)c1ccc(Cl)cc1 | -22 | 5
Cc1ccc(C(=O)CSc2nc(C)cc(C)c2C(N)=O)cc1 | 9 | 12
COc1cccc(/C=N/NC(=O)CC(=O)NCCc2ccc(OC)c(OC)c2)c1 | -15 | 6
O=C(c1ccc(Cn2c(=S)[nH]c3cc4c(cc3c2=O)OCO4)cc1)N1CCN(c2ccccc2)CC1 | -19 | 25
Cn1c(=O)c2c(ncn2CCOc2cccc(Br)c2)n(C)c1=O | -16 | 4
CCN(C(=O)COC(=O)c1cc2c(s1)CCCC2)c1c(N)n(Cc2ccccc2)c(=O)[nH]c1=O | -20 | 15
CC(=O)OC1CC(C)(C)N(OC(=O)c2ccc(N)cc2)C(C)(C)C1 | -24 | 14
CCOC(=O)C1=C(N)OC2=C(C(=O)CC(C)(C)C2)C1c1cc(CSc2nnnn2C)cs1 (configuration not stated) | -19 | 13
COc1ccc(C)cc1S(=O)(=O)N1CCCC(C(=O)NCc2ccccn2)C1 (configuration not stated) | -12 | -5
Brc1ccc(CSc2nnc(-c3ccccn3)n2Cc2ccco2)cc1 | 13 | 10
Cc1nc2ccccn2c1-c1nnco1 | 0 | 26
Cc1ccc(C(=O)N2CCN(CCNC(=O)C(=O)NC(C)C)CC2)cc1 | -6 | 10
O=C(NCc1ccccc1)c1c(O)c2cccc3c2n(c1=O)CCC3 | -24 | 20
Cc1ccc(S(=O)(=O)CC(=O)Nc2nnc(C(C)C)s2)cc1 | 1 | 24
Fc1cccc(F)c1-c1nc(-c2ccncc2)no1 | -12 | 5
Cc1nc(NC(=O)c2ccc3c(c2)OCCO3)ccc1Br | -32 | 12
CCOC(=O)c1sc(N)c(C(=O)OC)c1C | 0 | 17
COC(=O)c1sccc1NC(=O)CN1CCN(c2ccc(F)cc2)CC1 | 6 | 5
COc1ccnc(Oc2ccccc2)c1C(=O)N/C=N/OCc1ccccc1 | -13 | 8
O=C(Nc1cccc(Cl)c1)c1ccc(=O)[nH]n1 | 1 | 4
CCn1c(=O)cc(OCC(=O)NC2CCCCC2)c2ccccc21 | -15 | 21
Cc1ccc(CNC(=O)c2ccc(N3CCCC3=O)cc2)cc1 | -14 | 4
CC(C)N1CC(COc2ccc(Cl)cc2Cl)OC1=O (configuration not stated) | -20 | 6
Cc1nn2c(Nc3ccc(F)cc3)c3c(nc2c1-c1ccccc1)CCC3 | 5 | 6
COc1ccc(/C=N/n2c(C)nnc2C)c(OC)c1 | -9 | 1
Cc1cc(/C=C2/NC(=O)NC2=O)c(C)n1-c1ccncc1 | 11 | 38
CN(CCOc1ccccc1)C(=O)CNC(=O)c1ccc(C(C)(C)C)cc1 | -14 | 3
O=S(=O)(NC1CCCCC1Nc1ccccc1)c1ccccc1 (configuration not stated) | -26 | 18
Cc1cc(Cl)ccc1C(=O)C1CCCN(C(=O)CCN2CCCO2)C1 (configuration not stated) | -23 | 10
COc1ccc(CNS(=O)(=O)c2ccc3c(c2)NC(=O)CS3)cc1 | -36 | 8
Cc1cc(C(=O)Nc2nnc(C3CCCCC3)s2)cs1 | -27 | 7
O=C(CCc1nnc2ccc(NCc3ccco3)nn12)N1CCCCC1 | 2 | 8
N#CCC(=O)Nc1ccc(C(=O)NCC2(N3CCOCC3)CCCCC2)cc1 | -10 | 8
C(=C\c1ccccc1)/C=N/Nc1nc(N2CCCCC2)nc(N2CCCCC2)n1 | -15 | 9
O=C(Cc1csc(-c2ccc(Cl)cc2)n1)Nc1cccc(S(=O)(=O)NC2=NCCC2)c1 | -34 | 8
COC(=O)c1cc(Br)ccc1NC(=O)CSCc1c(C)noc1C | -20 | 13
(further entries)
SMILES | OX1R antag-1 | OX1R antag-2
COc1ccccc1C(=O)NNC(=O)C(=O)NC1CCCCC1 | -10 | 19
Cc1oc2cc3oc(=O)ccc3cc2c1C | -9 | 4
Nc1c2c(nc3sc4c(c13)CCCC4)-c1ccccc1CC2 | -7 | 72*
CC(OC(=O)c1nn(C)c(=O)c2ccccc12)C(=O)NCc1ccc2c(c1)OCO2 (configuration not stated) | -32 | 20
Cc1cccc(-c2nnn(C/C(N)=N/O)n2)c1 | 6 | 6
O=C(CP(=O)(c1ccccc1)c1ccccc1)N1CCCCC1 | -21 | 15
Cc1ccc(OCC(=O)Nc2ccc(S(=O)(=O)N(C)C3CCN(C)CC3)cc2)c(C)c1 | -4 | 19
C=CCn1c(SCC(=O)NCC2CCCO2)nc2sc(CC)cc2c1=O (configuration not stated) | -12 | 5
Cc1cccc(NC(=O)CN2C(=O)N/C(=C\c3cccn3-c3cccc(C(=O)O)c3)C2=O)c1 | 0 | 13
Cc1ccc(-c2noc(CN(C(=O)CCN3C(=O)c4ccccc4C3=O)C(C)C)n2)cc1 | -2 | 29
COc1ccc(OC)c(C(=O)c2ccc(C(=O)Nc3cccc4ccccc34)cc2)c1 | -12 | 8
Cn1c(SCc2ccccn2)nnc1-c1ccccc1 | -1 | 6
CCSc1nc2c(c(=O)[nH]1)C(c1ccncc1)C(C(=O)OC)=C(C)N2 (configuration not stated) | -33 | 21
COc1cc2cc(CN(C(=O)NC3CCCCC3)C3CCCC3)c(=O)[nH]c2cc1OC | -9 | -4
COC(=O)[C@@H](NC(=O)Nc1ccccc1F)C(C)C | -1 | 2
O=C(CCCN=C1NS(=O)(=O)c2ccccc21)OCC(=O)N1CCc2ccccc21 | -24 | 5
OC(CN1CCCCC1)CN1CCCCC1 | -23 | 7
C/C=C(\C)CN1CCN(c2ccc(C)cc2)CC1 | -10 | 0
CCOC(=O)C[C@H]1c2ccc(C(F)(F)F)cc2S(=O)(=O)N1c1cccc(OC)c1 | -29 | 17
CSc1nc(C)c2c(n1)N(c1ccc(C(C)C)cc1)CC2 | -11 | 12
CC1(C)OC(c2ccccc2)=C/C(=C/C=N/NC(=O)c2ccncc2)O1 | -26 | 32
CCOc1ccc(CNn2cnnc2)cc1 | -8 | 18
Cc1ccc(OCC(=O)Nc2cccc(S(=O)(=O)N3CCCCC3)c2)c([N+](=O)[O-])n1 | -28 | 3
Cc1cccc(Cn2nc(-n3cccc3)c3c(C)cc(C)nc32)c1 | -29 | 13
Cc1ccc(S(=O)(=O)N(CC(=O)NC2CCCCCC2)c2ccccc2F)cc1 | -39 | 0
Cc1ccc2nc(N3CCC(C(=O)O)CC3)nc(-c3ccccc3)c2c1 | -8 | 16
COC(=O)CN(c1ccc(OC)c(OC)c1)S(C)(=O)=O | -9 | 13
COc1cc(OC)cc(C(=O)N2CCN(C(=O)c3cccc(F)c3)CC2)c1 | -7 | 9
CCN(CC)CCNC(=O)CNC(=S)N(CCCN1CCOCC1)Cc1cccs1 | -23 | 18
O=C(Cc1ccccc1)Nc1ccc(N2CCN(Cc3ccccc3F)CC2)cc1 | -12 | 18
Cc1cccc(C)c1NC(=O)CN(C)C(=O)CN1C(=O)NC(C)(C)C1=O | -7 | 7
Cc1ccc(-n2c(SCC(=O)Nc3cccc(S(N)(=O)=O)c3)nc3ccccc32)cc1 | 10 | 4
CCCCNC(=O)CCC(=O)NNc1nc2ccccc2c2nc(-c3ccccc3)nn12 | 41 | 77*
CCOC(=O)c1c(CC(C)C)csc1NC(=O)COC(=O)C1=NNC(=O)CC1 | -23 | 20
COc1ccc(C2C(C(=O)N3CCN(C)CC3)c3cc(OC)c(OC)cc3C(=O)N2C)cc1 (configuration not stated) | -18 | 29
NC(=O)c1ccccc1NS(=O)(=O)c1ccc(F)cc1 | 5 | 19
Cc1cc(C)nc(NC(=S)Nc2ccc(F)cc2F)c1 | -16 | 12
COc1ccc(C(CCNC(C)c2ccccc2)c2ccc(F)cc2)cc1 (configuration not stated) | 1 | 7
CCc1cc2c(N3CCN(C(=O)c4ccco4)CC3)ncnc2s1 | -16 | 33
Cc1cc(C)c(NC(=O)/C=C\C(=O)O)c(Cl)c1 | 5 | 0
Cc1csc(=O)n1CC(=O)OCC(=O)NCc1ccc(F)cc1 | -2 | 8
